PERK inhibitor = inhibitors of human PERK kinase; AID 1416; inhibition, % at 5.6 µM; CHO PERK-DD fusion, SEAP luminescence translation reporter; Q9NZJ5; 220,000 tested, 0.17% active;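 active = inhibition above the mean inhibition of all tested compounds plus 3 SD, set separately per screening campaign, cut at about 2.9% in these data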;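 note: PERK kinase domain activated by AP20187 dimerizer at 100 nM; 0% = DMSO with dimerizer and 100% = rapamycin at 8.4 µM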
zfTRPN1 agonist = zebrafish TRPN1 (NompC) channel agonism. activation, % at 3 µM. 220,000 tested, 0.18% active. AID 1424. HEK293 zebrafish TRPN1-YFP, Fluo-8 calcium fluorescence; 100% = response to 87 µM carbachol;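 active = activation above its plate's cutoff, the mean activation of test wells on that plate plus 3 SD, cut at about 19% in these data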;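 note: 0% = DMSO alone and 100% = 87 µM carbachol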
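Control set: carbachol 87 µM as high control, DMSO as low control; system: HEK293 stable line with zebrafish TRPN1-YFP; read-out: % activation versus carbachol response; detection: intracellular calcium fluorescence with Fluo-8; doses: single test compound dose, 3 µM nominal, 0.3% DMSO; schedule: dye 1 h 37 °C plus 30 min RT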
Ba/F3 V617F tox = reduce viability of Ba/F3 cells dependent on JAK2V617F. Ba/F3 EpoR-JAK2V617F viability, ATP luminescence. 220,000 tested, 1.1% active. AID 1446. inhibition, % at 5.6 µM;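 active = inhibition above the campaign mean plus 3 SD over all tested compounds, cut at about 24% in these data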;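 note: cytokine-independent growth of Ba/F3 cells driven by EpoR plus mutant JAK2; 0% = DMSO-treated cells and 100% = JAK inhibitor I control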
TRPML3 ag = human mucolipin-3 channel agonism | Q8TDD5 | HEK293 TRPML3-YFP, Fluo-8 calcium fluorescence; 100% = the carbachol control signal | activation, % at 3 µM | 220,000 tested, 0.29% active | AID 1448;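 active = activation above its plate's cutoff, the mean activation of the plate's test wells plus 3 SD, cut at about 12% in these data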;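 note: 0% = DMSO only wells and 100% = carbachol wells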
Target sequence (Q8TDD5 whole entry, looked up): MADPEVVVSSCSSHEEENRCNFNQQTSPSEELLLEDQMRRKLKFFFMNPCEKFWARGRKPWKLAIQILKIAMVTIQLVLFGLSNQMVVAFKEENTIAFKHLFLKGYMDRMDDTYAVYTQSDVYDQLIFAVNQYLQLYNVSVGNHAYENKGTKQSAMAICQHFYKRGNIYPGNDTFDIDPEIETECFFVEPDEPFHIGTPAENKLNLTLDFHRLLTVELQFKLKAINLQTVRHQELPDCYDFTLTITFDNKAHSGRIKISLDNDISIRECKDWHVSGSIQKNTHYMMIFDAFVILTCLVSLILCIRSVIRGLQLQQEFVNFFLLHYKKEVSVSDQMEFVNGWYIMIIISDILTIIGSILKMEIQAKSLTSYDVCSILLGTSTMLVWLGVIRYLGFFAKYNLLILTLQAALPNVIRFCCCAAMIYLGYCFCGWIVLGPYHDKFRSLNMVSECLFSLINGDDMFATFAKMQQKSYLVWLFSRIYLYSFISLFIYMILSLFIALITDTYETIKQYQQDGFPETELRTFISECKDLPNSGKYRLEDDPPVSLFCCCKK
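Test system: TRPML3-YFP stable HEK293 cells. Doses: single point at 3 µM. Incubation: dye loading 1 h 37 °C then 30 min ambient, 125 s read. Signal: Fluo-8 calcium dye fluorescence, ex 470-495, em 515-575 nm. Measure: percent activation from peak-to-basal fluorescence ratio, scaled between DMSO and carbachol.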
BaF3 tox = parental Ba/F3 viability inhibition as JAK2V617F counter-screen | CellTiter-Glo ATP luminescence | inhibition, % at 5.6 µM | 220,000 tested, 1.1% active;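 active = inhibition above a per-campaign cutoff, the mean inhibition of all tested compounds plus 3 SD, cut at about 27% in these data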;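 note: 0% = DMSO wells and 100% = JAK Inhibitor I control wells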
S1P4 antag = antagonists of human S1P4 receptor. 220,000 tested, 0.26% active. S1P4-expressing cells, antagonist mode, reporter read-out. O95977. inhibition, % at 4.98 µM; in the data active = inhibition above about 29%;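 note: 0% = wells stimulated with agonist and 100% = vehicle wells without agonist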
Target sequence (O95977 whole entry, looked up): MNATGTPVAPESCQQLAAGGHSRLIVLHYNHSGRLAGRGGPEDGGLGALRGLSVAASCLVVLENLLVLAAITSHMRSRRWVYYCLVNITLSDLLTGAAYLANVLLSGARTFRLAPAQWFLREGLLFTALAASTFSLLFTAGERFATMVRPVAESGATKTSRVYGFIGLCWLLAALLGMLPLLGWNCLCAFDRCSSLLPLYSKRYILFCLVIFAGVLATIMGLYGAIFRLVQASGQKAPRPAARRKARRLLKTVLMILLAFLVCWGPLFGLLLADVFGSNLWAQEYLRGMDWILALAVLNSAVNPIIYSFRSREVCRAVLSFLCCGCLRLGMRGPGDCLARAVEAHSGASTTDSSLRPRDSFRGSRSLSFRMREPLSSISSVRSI
m-calpain inh = calpain II (pig) inhibition. AID 1236. 220,000 tested, 0.37% active. purified calpain II, fluorogenic peptide substrate, 30 min. inhibition, % at 16 µM;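 active = inhibition above about 50%, limit read from the data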
EP2 mod = modulates human prostaglandin E2 receptor EP2 signaling | induction, % at 25 µM | P43116 | EP2-expressing cells, cAMP HTRF FRET, PGE2 co-stimulation | AID 940 | 260,000 tested, 0.83% active;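 active = compounds whose cAMP rise, as percent of the full-agonist control response, exceeds 60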;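 note: rat C6 glioma line stably carrying human EP2 under a CMV promoter; the protocol text gives 20 µM as final concentration; 100% = response of wells given 1 µM PGE2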
S1P4 agonist = activates the human S1P4 receptor; S1P4-expressing cell line, agonist reporter assay; activation, % at 4.98 µM; 220,000 tested, 0.35% active; in the data active = activation above about 11%;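 note: 0% = DMSO vehicle and 100% = reference agonist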
* = called active by the depositor; / = no result given; & = joins results of further samples; ! = not active in a repeat.

nr | smiles | PERK inhibitor | zfTRPN1 agonist | Ba/F3 V617F tox | TRPML3 ag | BaF3 tox
1 | CCOC(=O)c1c(C)n(CCN2CCN(C)CC2)c2ccc(OC)cc12 | -2.3 | -0.9 | 2.2 | 0.5 | 4.2
2 | Cc1ccc(CN2CCCC(C(=O)c3ccc4c(c3)OCO4)C2)cc1C (stereo not drawn) | -0.4 | 0.3 | -3.5 | 0.3 | 2.3
3 | O=C(N/N=C/c1c(O)n(CCc2ccccc2)c(=O)[nH]c1=O)c1ccccc1O | -0.2 | 2.9 | 3.5 | 0.0 | 1.6
4 | COc1cccc(CNCCc2c[nH]c3ccccc23)c1OC | 1.6 | -0.3 | 0.7 | 1.1 | 4.6
5 | COc1ccccc1[As](=O)(O)CC(O)COc1ccc(Cl)cc1Cl (stereo not drawn) | 0.8 | 1.7 | -4.6 | 0.6 | -6.7
6 | CN1C(=O)c2ccccc2Sc2ccc(C(=O)N3CCC4(CC3)OCCO4)cc21 | -0.4 | 0.1 | 2.4 | 1.1 | 3.5
7 | CC(=O)c1ccc(OC(NC(=O)c2ccco2)C(Cl)(Cl)Cl)cc1 (stereo not drawn) | 0.3 | 1.9 | 3.9 | 0.1 | 4.8
8 | CNC(=O)c1cccn(Cc2cccc(C(F)(F)F)c2)c1=O | 0.1 | 3.0 | 0.1 | 2.8 | -0.7
9 | CCc1nc2ccc(Br)cc2c(=O)n1-c1ccccc1C(F)(F)F | -0.5 | -2.0 | 4.6 | -0.4 | 5.9
10 | O=C(CNC(=O)c1ccccc1Cl)Nc1ccc(Br)cc1C(=O)c1ccccc1 | -0.9 | -1.5 | 1.1 | 0.1 | 1.8
11 | Cc1ccnc(-n2c(-c3ccco3)nc3ccccc3c2=O)c1 | 0.5 | -0.5 | -1.9 | 0.4 | 1.3
12 | Cc1ccc2c(c1)N(CCC(=O)N1CCC3(CC1)OCCO3)C(=O)C(C)O2 (stereo not drawn) | -0.2 | 0.9 | -3.5 | 1.1 | 2.5

nr | S1P4 antag | m-calpain inh | EP2 mod | S1P4 agonist
1 | -19.3 | 28.8 | 23.1 | 3.1
2 | -15.3 | 6.5 | -1.8 | 0.0
3 | 6.2 | -57.8 | -26.1 | 0.9
4 | -5.8 | 14.7 | 10.7 | -0.4
5 | -20.2 | -21.1 | 44.5 | 0.1
6 | 7.2 | -4.0 | 34.8 | 0.7
7 | 1.1 | -9.4 | -4.8 | -1.0
8 | -14.3 | -44.0 | -15.2 | 1.0
9 | -5.2 | / | / | -0.7
10 | -25.1 | 37.9 | 6.6 | 0.4
11 | 0.7 | -7.1 | -0.7 | 2.1
12 | -20.7 | 2.5 | 26.6 | 0.4

nr | smiles | PERK inhibitor | zfTRPN1 agonist | Ba/F3 V617F tox | TRPML3 ag | BaF3 tox
13 | O=C(CNC1CCCCC1)N1CCC2(CC1)OCCO2 | -0.9 | 0.6 | 4.5 | 0.9 | 4.9
14 | CC(C)n1cc(C(=O)N(CC(=O)NC(C)(C)C)Cc2ccccc2)cn1 | -0.8 | 2.0 | 1.7 | 0.2 | 1.9
15 | O=C1/C(=C\c2ccccc2)C2OCC=C3CN4CCC56c7ccccc7N1C5C2C3CC46 (stereo not drawn) | 0.7 | 4.2 | -0.1 | 2.5 | -0.6
16 | O=C1NC(=S)N(C2CC2)C(=O)/C1=C/c1ccc2c(c1)CCN2CCCCl | 0.7 | -1.2 | 4.7 | 0.1 | 14.6
17 | COc1cc2c(cc1OC)C(C(=O)NCCC(C)C)C1CCCCN1C2=O (stereo not drawn) | 0.0 | 1.1 | -1.9 | 0.4 | 5.0
18 | Cc1cc(Cl)ccc1OCC(=O)N1CCN(C)CC1 | 2.7 | 1.5 | -1.1 | 1.1 | -3.0
19 | COc1ccc(-n2c(/C=C3/C(=O)Nc4ccccc43)nc3ccccc3c2=O)cc1 | 0.6 | 0.9 | -1.4 | 0.2 | 6.2
20 | Cc1[nH]c2ccccc2c1CCN | -0.2 | -0.5 | 1.5 | 0.8 | -0.9
21 | COc1ccc(CN2C(=O)NC(=O)/C(=C/c3ccc([N+](=O)[O-])o3)C2=O)cc1 | 0.9 | 3.1 | 2.2 | 1.6 | 3.7
22 | CC(C)OC(=O)C1C(=O)NC2(C)CC1c1ccccc1O2 (stereo not drawn) | -0.2 | -0.8 | -2.5 | 0.5 | 5.2
23 | N#CCCn1cc(C=C2C(=O)NC(=O)NC2=O)c(-c2ccccc2)n1 | 0.6 | 1.3 | 7.1 | 0.6 | 11.9
24 | N#Cc1c(/N=C/c2c(O)n(Cc3ccco3)c(=O)[nH]c2=O)sc2c1CCCC2 | 0.9 | 1.4 | 0.1 | 0.4 | 6.0

nr | S1P4 antag | m-calpain inh | EP2 mod | S1P4 agonist
13 | -0.5 | -8.7 | 72.7*! | 4.7
14 | 1.9 | 13.2 | 22.4 | -1.5
15 | -11.4 | -24.8 | 1.1 | 0.4
16 | 5.0 | -21.1 | -0.3 | -1.4
17 | -18.4 | 24.0 | 12.5 | 1.3
18 | 7.5 | -11.8 | 11.3 | -1.5
19 | 3.4 | -11.9 | -1.2 | 1.1
20 | -14.3 | -23.6 | -57.4 | 1.0
21 | 1.4 | -42.4 | 12.9 | 0.8
22 | 0.9 | -10.9 | 7.7 | 1.3
23 | 19.8 | 28.6 | -8.2 | 0.8
24 | -3.7 | -23.9 | -13.3 | 1.0

Laid out differently: 4 of the compounds above
Under each structure: PERK inhibitor | zfTRPN1 agonist | Ba/F3 V617F tox | TRPML3 ag | BaF3 tox | S1P4 antag | m-calpain inh | EP2 mod | S1P4 agonist
20) Cc1[nH]c2ccccc2c1CCN
  -0.2 | -0.5 | 1.5 | 0.8 | -0.9 | -14.3 | -23.6 | -57.4 | 1.0
21) COc1ccc(CN2C(=O)NC(=O)/C(=C/c3ccc([N+](=O)[O-])o3)C2=O)cc1
  0.9 | 3.1 | 2.2 | 1.6 | 3.7 | 1.4 | -42.4 | 12.9 | 0.8
22) CC(C)OC(=O)C1C(=O)NC2(C)CC1c1ccccc1O2 (stereo not drawn)
  -0.2 | -0.8 | -2.5 | 0.5 | 5.2 | 0.9 | -10.9 | 7.7 | 1.3
23) N#CCCn1cc(C=C2C(=O)NC(=O)NC2=O)c(-c2ccccc2)n1
  0.6 | 1.3 | 7.1 | 0.6 | 11.9 | 19.8 | 28.6 | -8.2 | 0.8

(next part)
nr | smiles | PERK inhibitor | zfTRPN1 agonist | Ba/F3 V617F tox | TRPML3 ag | BaF3 tox
25 | O=P(O)(O)C#Cc1ccccc1 | 1.0 | 0.0 | -0.9 | 0.2 | 5.2
26 | O=C(C1CCC(=O)N1Cc1ccccc1Cl)N1CCC2(CC1)OCCO2 (stereo not drawn) | -1.0 | -1.4 | 1.0 | 0.2 | 8.7
27 | COc1cc(N2CCOCC2)ccc1/C=C1\C(=O)NC(=O)N(Cc2ccc3c(c2)OCO3)C1=O | 0.6 | 1.6 | 3.2 | 0.6 | 2.0
28 | Cc1nnc2n1-c1ccc(Br)cc1C(c1ccccc1Cl)=NC2 | 0.6 | 1.2 | 0.6 | 0.1 | 2.5
29 | O=C(c1ccccc1)c1ccc(N=Nc2c(O)[nH]c(=O)[nH]c2=O)cc1 | 1.3 | 0.6 | 6.1 | 0.9 | 18.0
30 | CC/C(=N\Nc1ccccc1)c1c(O)[nH]c(=O)[nH]c1=O | 0.7 | 2.0 | 0.9 | 0.3 | -2.0
31 | c1cncc(CNC2CCCC2)c1 | 0.9 | 1.4 | -2.7 | 1.0 | 5.4
32 | COP(=O)(OC)C1(Nc2ccc(C)cc2)CCCCC1 | -1.7 | -1.1 | 1.8 | 1.0 | 6.3
33 | O=c1[nH]c(=S)n(Cc2ccc(F)cc2)c(O)c1/C=N/N1CCCCCC1 | 0.5 | 0.8 | -4.4 | 0.0 | 2.3
34 | CCOC(=O)c1ccc(N=C(C)c2c(O)[nH]c(=O)[nH]c2=O)cc1 | 1.1 | 1.0 | 0.1 | -0.9 | -7.6
35 | CC(C)(C)NCC(O)c1cc(Cl)c(N)c(Cl)c1 (stereo not drawn) | -0.3 | 1.0 | 0.8 | 0.7 | 6.0
36 | COc1cc(/C=C/c2nc3ccccc3c(=O)n2-c2cccc(O)c2)ccc1O | -2.6 | 3.4 | 7.1 | -0.2 | -5.8

nr | S1P4 antag | m-calpain inh | EP2 mod | S1P4 agonist
25 | -4.8 | 11.8 | 33.6 | 0.6
26 | -21.2 | -10.8 | 11.3 | 1.4
27 | -16.3 | -19.0 | -46.4 | 0.0
28 | -1.3 | -40.9 | 14.3 | 0.1
29 | -2.4 | -27.1 | 6.0 | 2.9
30 | -14.7 | -19.8 | 0.4 | -0.7
31 | -2.6 | -28.7 | 38.0 | -0.7
32 | -5.9 | -17.1 | 24.9 | 1.9
33 | -14.7 | -35.4 | 4.8 | 1.2
34 | -4.9 | 1.1 | 11.7 | 1.3
35 | -15.0 | 0.6 | 41.0&50.1 | 2.2
36 | 20.3 | -12.6 | -35.0 | -2.3

nr | smiles | PERK inhibitor | zfTRPN1 agonist | Ba/F3 V617F tox | TRPML3 ag | BaF3 tox
37 | COc1ccc(CCn2c(O)c(C=NCCCN(C)C)c(=O)[nH]c2=O)cc1OC | 0.5 | 0.5 | -0.6 | 0.6 | 2.5
38 | O=c1c(C=NCCN2CCNCC2)c(O)n(C2CCCCC2)c(=O)n1C1CCCCC1 | -1.0 | -0.6 | -0.4 | 1.0 | 5.2
39 | CCS(=O)(=O)N1CCC(C(=O)N2CCC3(CC2)OCCO3)CC1 | 1.3 | 0.7 | -1.8 | 0.2 | 0.6
40 | O=C(c1cc(Br)ccc1Cl)N1CCC2(CC1)OCCO2 | 1.9 | 1.7 | -3.9 | 0.0 | 4.8
41 | COc1ccc(Cc2nccc3cc(OC)c(OC)cc23)cc1OC | -1.8 | 6.7 | 11.4 | 3.9 | 27.5*
42 | Cc1c2ccncc2c(C)c2c1[nH]c1ccccc12 | -1.6 | 5.6 | 83.6* | 3.8 | 73.8*
43 | N=C1c2ccccc2CN1NC(=O)c1ccccc1 | 1.7 | 0.3 | 3.0 | 0.3 | 5.5
44 | CCCCn1c(O)c(C(C)=Nc2ccc(OCC)cc2)c(=O)[nH]c1=O | -1.0 | 0.9 | 3.3 | 0.6 | 6.5
45 | CCCC12CN3CCN(CC(C3)/C1=N\NC(=O)c1ccncc1)C2 | 0.8 | -0.3 | 0.9 | -0.3 | 0.4
46 | CN1CCN(c2ccc([N+](=O)[O-])c(N/N=C3\CN4CCC3CC4)c2)CC1 | -0.3 | 1.1 | 0.2 | -0.5 | 0.6
47 | Nc1ccc(C2(c3ccc(N)cc3)CCCCC2)cc1 | -0.4 | 3.5 | 2.9 | 1.4 | 9.2

nr | S1P4 antag | m-calpain inh | EP2 mod | S1P4 agonist
37 | 3.3 | 31.6 | 6.2 | -0.3
38 | -5.3 | -67.7 | -13.4 | -0.3
39 | -2.9 | -12.8 | 11.5 | 2.1
40 | -3.4 | -42.9 | 9.4 | 0.1
41 | -17.8 | 26.3 | 3.8&37.0&11.0 | 2.7
42 | -35.8 | 6.7 | -17.8&-29.7 | 1.4
43 | -4.6 | 6.5 | 17.9 | -0.3
44 | -5.7 | 36.6 | 26.4 | -0.2
45 | 5.9 | -9.7 | 9.2 | -1.2
46 | -4.0 | 0.8 | -11.9 | -0.2
47 | -6.9 | 0.9 | -50.9 | 0.1

Not all compounds are listed, so the mix of outcomes need not match the whole.
